Source: PubChem
GCN5L2 inh – GCN5L2 (KAT2A) acetyltransferase inhibition | Potency, µM (doses to about 58.9 µM), inactives show at the top dose activity change, negative = inhibition, hits mostly inhibitors | AID 504327 | Q92830 | GCN5L2 HAT assay, ThioGlo1 CoA-SH fluorescence | 0.21% of 390,000 active
Target sequence (Q92830 whole entry, looked up): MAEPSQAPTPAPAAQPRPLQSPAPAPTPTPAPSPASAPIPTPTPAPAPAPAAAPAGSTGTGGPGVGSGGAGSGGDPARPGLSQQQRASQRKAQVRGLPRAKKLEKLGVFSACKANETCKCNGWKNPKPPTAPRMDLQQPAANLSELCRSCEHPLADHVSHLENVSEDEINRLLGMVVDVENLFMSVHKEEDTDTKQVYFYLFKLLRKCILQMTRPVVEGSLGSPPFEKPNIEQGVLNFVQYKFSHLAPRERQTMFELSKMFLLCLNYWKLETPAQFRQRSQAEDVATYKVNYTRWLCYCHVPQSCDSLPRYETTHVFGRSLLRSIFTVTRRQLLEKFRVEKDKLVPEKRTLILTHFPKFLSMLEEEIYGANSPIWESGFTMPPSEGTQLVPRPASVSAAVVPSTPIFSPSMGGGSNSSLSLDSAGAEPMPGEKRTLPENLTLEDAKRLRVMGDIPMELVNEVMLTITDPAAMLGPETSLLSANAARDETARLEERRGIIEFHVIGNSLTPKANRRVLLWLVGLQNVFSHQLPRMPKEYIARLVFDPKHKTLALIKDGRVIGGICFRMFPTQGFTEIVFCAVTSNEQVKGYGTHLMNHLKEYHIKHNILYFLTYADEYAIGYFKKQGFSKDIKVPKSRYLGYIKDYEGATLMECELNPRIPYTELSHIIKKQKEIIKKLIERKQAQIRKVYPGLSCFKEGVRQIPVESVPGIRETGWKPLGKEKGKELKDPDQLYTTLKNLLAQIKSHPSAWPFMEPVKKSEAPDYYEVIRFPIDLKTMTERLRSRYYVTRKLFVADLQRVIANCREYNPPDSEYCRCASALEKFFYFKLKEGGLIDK
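qHTS, 1536-well. 20nM enzyme, pH 7.5 HEPES/EDTA/Tween-20 buffer; 15 min compound preinc., RT. Start: 75uM H3(1-25), 70uM AcCoA, 50uM ThioGlo1. Read Ex340/Em540 at t=0 (autofluorescence flag) and t=20 min.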
TDP1 cell noCPT – qHTS for Inhibitors of human tyrosyl-DNA phosphodiesterase 1 (TDP1): qHTS in cells in absence of CPT | DT40 Tdp1-/- hTDP1 cells, no CPT, ATP luminescence, 48 h | 15% of 420,000 active | Potency, µM (highest dose often 46.2 µM), inactives show top-dose activity change, negative = growth inhibition, actives largely listed as inhibitors | AID 686978, 2013; note: nearly all actives have a fitted effect of over 55% in size
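Readout: luminescence from CellTiter-Glo after 30 min in the dark at RT. Cells: DT40 Tdp1-/- with stable hTDP1, 400/well. Exposure: compounds alone, ≥48 hr, 37 °C.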
DT40 TDP1 CPT – DT40-hTDP1 cell growth loss with CPT. Potency, µM (highest dose often 46.2 µM), for inactives: top-dose activity change, negative = growth inhibition, usual class: inhibitors. chicken DT40 Tdp1-/-;hTDP1 cells + 20 nM CPT, ATP luminescence, 48 h. 12% of 420,000 active; note: nearly all actives have a fitted effect of over 55% in size
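Chicken DT40 Tdp1-/- cells complemented with human TDP1, 400 cells/well, exposed to compounds plus 20 nM camptothecin for at least 48 h at 37 C; viability read as ATP content by CellTiter-Glo luminescence.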
The depositor's hits bear a star; ? = inconclusive; nt = no result given; & = joins results of further samples; [ ] = remark or other dose. Calls come from the whole dose curve; as a rule, active = well fitted curve in the direction sought with a large enough effect; inconclusive = small, poorly fitted or top-dose-only effect, or another doubt; inactive = no such curve, though single readings can be large; an effect the other way counts as inactive or inconclusive. % is set by controls: 0 for no effect and ±100 for the full control effect; potency is the fitted concentration of half-maximal effect.

SMILES | GCN5L2 inh | TDP1 cell noCPT | DT40 TDP1 CPT
CCN(CC)CCN1C(=O)c2cccc3cc(N)cc(c23)C1=O | -1% | 7.3µM* | 12µM*
COc1ccc(N2CCN(c3nc4cc(C)ccc4cc3C=O)CC2)cc1 | -4% | ? | ?
CC(C)(C)C1CCc2nc(NC(=O)Cc3ccccc3)sc2C1 (stereo not given) | 1% | ? | ?
Cn1c(=O)nc2n(Cc3ccccc3)c3ccccc3cc-2c1=O | -8% | ? | 6%
Cc1ccc(-c2csc3ncnc(Sc4nnnn4C4CC4)c23)cc1 | nt | 11µM* | 10µM*
Nc1ccc(-c2nc3cc([N+](=O)[O-])ccc3o2)cc1 | 9% | -31% | ?
CCc1cccc(C)c1NC(=O)COC(=O)CNS(=O)(=O)/C=C/c1ccccc1 | 2% | 3% | -2%
O=C(NCC(=O)N(c1ccccc1F)C(C(=O)NC1CCCC1)c1cccnc1)c1ccco1 (stereo not given) | 1% | 16% | 10%
Cc1cc(Br)ccc1OCCN1CC(C)OC(C)C1 (stereo not given) | -2% | ? | -26%
O=C(COc1ccc2cc(-c3ccccc3)c(=O)oc2c1)NCC1CCC(C(=O)O)CC1 (stereo not given) | ? | -2% | 9%

SMILES | GCN5L2 inh | TDP1 cell noCPT | DT40 TDP1 CPT
COc1ccc(-c2cc(C(=O)NCCCn3ccnc3)no2)cc1OC | -2% | -3% | 10%
CCC(C)[C@H](NC(=O)NCc1ccc(Cl)cc1)C(=O)O (stereo not given in full) | -1% | -14% | -4%
CCOC(=O)C1(CCOc2ccccc2)CCN(Cc2cccc(OC)c2)CC1 | nt | 15µM* | 23µM*
O=C(CCn1nnc2ccccc21)N/N=C\Cc1ccccc1 | -7% | -16% | 6%
COc1ccc(-c2ccccc2)cc1NC(=O)C1(C)CCN1C(=O)C(C)C (stereo not given) | nt | -52% | ?
CC(=O)N1c2ccccc2N=C(c2ccc(C(F)(F)F)cc2)C1C(=O)NC(C)C (stereo not given) | nt | 23µM* | 21µM*
CCn1c(=O)cc(OCC(=O)N2CCN(c3cccc(C)c3C)CC2)c2ccccc21 | -7% | 7.3µM* | 9.2µM*
CN(Cc1nccs1)C(=O)c1ccc2nc(Cc3ccccc3F)oc2c1 | -36% | ? | ?
CCOC(=O)[C@@H]1[C@H]2COc3ccc(Br)cc3[C@@H]2N2C(=O)N(c3ccc(Br)cc3)C(=O)[C@]12C | -3% | ? | -14%
COc1ccc(C2NC(=S)NC3=C2CCc2ccccc23)cc1OC (stereo not given) | -5% | ? | -8%

SMILES | GCN5L2 inh | TDP1 cell noCPT | DT40 TDP1 CPT
Cc1nn(S(=O)(=O)c2ccc(C(C)C)cc2)c(C)c1S(=O)(=O)N1CCCCC1 | 3% | 8% | -9%
Cc1ccc(NC(=O)N(Cc2ccc3c(c2)OCO3)Cc2cc3cc4c(cc3[nH]c2=O)OCCO4)cc1 | -3% | ? | 18µM*
Cc1cc(C)cc(NC(=O)C(=O)NCCCN2CCCC2=O)c1 | -4% | -2% | 1%
CCOc1ccc(CNC(=O)C2CCC(=O)N2C2CCCC2)cc1OC (stereo not given) | 42%[activator] | -16% | 1%
COc1ccc(Cl)cc1-n1c(C)cc(C(=O)O)c1C | -3% | ? | -4%
c1ccc(-c2csc(Nc3ccc4c(c3)OCO4)n2)cc1 | nt | ? | ?
C/C(=N\N1CCN(Cc2ccc(Cl)cc2)CC1)c1ccc(F)cc1 | -3% | -9% | 8%
Cc1ccc(/C=N/Nc2nc(Cl)c(Cl)cc2Cl)s1 | -7% | -2% | -6%
CCCCN1C(=O)C(CC(=O)NCC2CCCCC2)CC(C(=O)N2CCCCCC2)=C1C (stereo not given) | nt | ? | ?
COc1cc(C2=CN(Cc3ccccc3)CCC2=O)cc(OC)c1OC | -5% | -18% | -28%

SMILES | GCN5L2 inh | TDP1 cell noCPT | DT40 TDP1 CPT
CCN(CC)C(=O)c1[nH]cnc1C(=O)Nc1ccc(Cl)cc1 | -8% | -1% | -2%
O=C(NCc1ccco1)C1CC(=O)N(c2ccc(Cl)cc2)C1 (stereo not given) | -8% | 1% | 3%
CCn1c(SCC(=O)N2CCc3ccccc32)nnc1-c1c[nH]c2ccccc12 | -27% | 21µM* | ?
CCCCNC(=O)c1ccc2nc(-c3ccco3)c(-c3ccco3)nc2c1 | -25% | ? | ?
COc1cccc(CNC(=O)Cc2nc3nc(C)cc(C)n3n2)c1 | -6% | -18% | 24%
O=[N+]([O-])c1ccc(N2CCN(c3ccc(Cl)nn3)CC2)cc1NC1CC1 | nt | -11% | -7%
COc1ccc(C(=O)Nc2ccccc2C(=O)N/N=C/c2ccco2)cc1 | -6% | ? | -20%
C=CCn1c(-c2ccoc2C)n[nH]c1=S | -5% | -17% | -16%
COc1ccc(CNC(C)C23CC4CC(CC(C4)C2)C3)c(OC)c1OC (stereo not given) | -34% | 15µM* | ?
COCCCNC(=O)COc1ccc(-c2nccc(-c3ccccn3)n2)cc1 | -4% | ? | ?

SMILES | GCN5L2 inh | TDP1 cell noCPT | DT40 TDP1 CPT
NC(=O)C1CCN(C(=O)CN2C(=O)c3ccccc3S2(=O)=O)CC1 | -25% | 3% | -28%
Cc1nc(SCC(=O)NC2CCCCC2)[nH]c(=O)c1C | 11% | -9% | -12%
CS(=O)(=O)N1CCC[C@@]2(CCN(c3ncccn3)C2)C1 | 1% | 8% | -4%
Cc1ccc(C(=O)Nc2nc(-c3nnn(-c4cccc(Cl)c4C)c3C)ns2)cc1C | 21% | 18µM* | 26µM*
Cc1ccc2cc(C)c3nnc(SCC(=O)Nc4nc5c(s4)CCCC5)n3c2c1C | -28% | ? | ?
CC(=O)N(c1ccccc1)C(C(=O)c1ccccc1)c1ccccc1 (stereo not given) | nt | ? | ?
CNC(=O)C1(C)CCN1C(=O)c1ccccc1CCc1ccccc1 (stereo not given) | nt | -10% | -26%
C=C(Nc1ccc(OCC)cc1)Nc1ccc(OCC)cc1 | 1%&17% | ? | ?
CS(=O)(=O)N(CC(=O)N1CCOCC1)c1ccccc1Br | 4% | -11% | -6%
NC(=O)C1CCN(C(=O)c2ccccc2SCC(=O)NCC2CCCCC2)CC1 | 0% | -7% | 0%

SMILES | GCN5L2 inh | TDP1 cell noCPT | DT40 TDP1 CPT
Cc1cc(=O)[nH]c2ccccc12 | -4% | 0%&-20% | ?
O=[N+]([O-])c1ccccc1/C=N/n1c(C2CCCCC2)n[nH]c1=S | -9% | ? | ?
NC(=O)c1cccc(CS(=O)(=O)c2ccc(Cl)cc2)c1 | -3% | -9% | 3%
CCOc1c(Cl)cc(CNCc2ccncc2)cc1OC | -7% | ? | ?
Cc1cc(OCC(=O)Nc2cnn(CCCC(=O)O)c2)ccc1Cl | -1%&-4% | -1%&3% | -26%&2%
COc1cc(O)cc2cc3c(c(O)c12)C(=O)CC(C)(O)O3 (stereo not given) | -27% | ? | ?
COc1ccc(N2CCN(C(=O)c3ccc(S(=O)(=O)N4CCCC4)cc3)CC2)cc1 | -4% | ? | ?
COc1cccc2sc3cc(C#CC4(O)CCCCC4)ccc3c(=O)c12 | -15% | ? | 7.3µM*
O=C(Cc1ccc(Cl)cc1)SCc1ccccc1 | -5% | 4% | -9%
Cc1ccc(N2CC(O)=C(c3ccccc3)C2=N)cc1 | -5% | -20% | 3%

Part of the list above with just GCN5L2 inh:
SMILES	GCN5L2 inh
CCOc1c(Cl)cc(CNCc2ccncc2)cc1OC	-7%
Cc1cc(OCC(=O)Nc2cnn(CCCC(=O)O)c2)ccc1Cl	-1%&-4%

Remaining list, next part:
SMILES | GCN5L2 inh | TDP1 cell noCPT | DT40 TDP1 CPT
CC(C)Cc1nc(SCC(=O)Nc2nnc(CC(C)C)s2)n[nH]1 | -23% | 0% | -1%
O=C(Nc1ccc(-c2cn3ccsc3n2)cc1)C1CC1 | -4% | ? | ?
Nc1ccc(C(=O)c2cccs2)cn1 | 15% | 4% | -1%
Cc1nnc(SCC(=O)Nn2cnnc2)s1 | -11% | -9% | -5%
CC(C)(C)c1ccccc1NC(=O)c1ccc(-n2cncn2)c([N+](=O)[O-])c1 | -10% | -21% | -22%
CCN(C(=O)COC(=O)c1ccc(C=O)cc1)c1c(N)n(Cc2ccccc2)c(=O)[nH]c1=O | -7% | 1% | 10%
CC(C)N(C(=S)NCc1ccccc1)C(C)C | -4% | ? | -11%
Cc1cc(-c2nnc(SCC(=O)Nc3ccccc3)n2C)no1 | -9% | -8% | -2%
O=C(CNc1cccc(S(=O)(=O)N2CCCC2)c1)Nc1cccc(Br)c1 | -4% | 21µM* | ?
O=C1/C(=C/c2cccc(Br)c2)SC(=S)N1CCC(=O)N(CCO)c1ccccc1 | -19% | ? | ?

SMILES | GCN5L2 inh | TDP1 cell noCPT | DT40 TDP1 CPT
NC1=CC(=O)C(=O)c2cccnc21 | nt | 3.7µM* | 3.7µM*
O=C(Nc1ccc(Cl)cc1)Nc1ccc(N2CCCC2)c(S(=O)(=O)Nc2ccccc2Cl)c1 | -15% | 5.2µM* | 5.2µM*
CN(CC(=O)Nc1ccccc1Br)C(=O)c1ccccc1OCc1ccccc1Cl | nt | 18µM* | ?
C[C@@H]1CN([C@@H](C)CO)C(=O)CCCn2nncc2CO[C@H]1CN(C)C(=O)OCc1ccccc1 | nt | -12% | 1%
Cc1nc(COC(=O)c2cc(O)c3ccccc3c2O)cs1 | -20% | ? | ?
Cc1ccc(-n2nc3c(c2NC(=O)C(C)C)CS(=O)(=O)C3)c(C)c1 | -8% | -12% | -6%
C[C@H]1COC(=O)CC/C=C\C[C@H](CC(=O)N(CCO)Cc2ccccc2)C(=O)N1 | 2% | -1% | 5%
Cc1ccc(C(=O)NCCONC(=O)c2ccc(C)cc2)cc1 | ? | 5% | 3%
CC(C)(C)NC(=O)c1ccncc1 | -1%[0.501 µM] | -19% | -4%
CCc1c(C2(O)CCCCC2)[nH]c2cnccc12 | ? | 18µM* | ?

SMILES | GCN5L2 inh | TDP1 cell noCPT | DT40 TDP1 CPT
CCOc1cc2c3c(c1)C1(C(=O)N3C(C)(C)C=C2C)C(C#N)=C(N)Oc2cc(O)ccc21 (stereo not given) | -11% | ? | ?
COc1cc(OC)cc(-c2c(-c3ccc(F)cc3)c3cc(-c4ccc(OC)nc4)ccc3n2C)c1 | -8% | 23µM* | ?
CCC(=O)Nc1nnc(CSCc2ccc(F)cc2)s1 | -3%[0.501 µM] | -15% | -11%
O=C(NNS(=O)(=O)c1ccccc1)c1cnn(-c2ccccc2)c1-n1cccc1 | -2% | 12µM* | 8.2µM*
COc1ccc(-c2nc3scc(CCNS(=O)(=O)c4ccc(C)cc4)n3n2)cc1 | 1% | ? | ?
Cc1ccc(S(=O)(=O)c2cc3cc(C(=O)Nc4ccc(C)cc4C)ccc3oc2=O)cc1 | -3% | -6% | ?
O=c1[nH][nH]cc1C=Nc1ccc(Cl)cc1 | -3% | -3% | -7%
O=C(CSC1=NS(=O)(=O)c2cc(F)ccc2N1)NCc1ccccc1 | 0% | -1% | -6%
Clc1ccccc1/C=N/N1CCN(Cc2ccccc2)CC1 | -9% | -8% | -14%
COCC(=O)N(CCc1ccccc1)Cc1cc2cc(C)ccc2nc1Cl | -24% | ? | -25%

Whole records, looked up by structure. Values in the order: GCN5L2 inh, TDP1 cell noCPT, DT40 TDP1 CPT
CCOc1cc2c3c(c1)C1(C(=O)N3C(C)(C)C=C2C)C(C#N)=C(N)Oc2cc(O)ccc21 (stereo not given) as listed: -11%, ?, ?
COc1cc(OC)cc(-c2c(-c3ccc(F)cc3)c3cc(-c4ccc(OC)nc4)ccc3n2C)c1 as listed: -8%, 23µM*, ?
COc1ccc(-c2nc3scc(CCNS(=O)(=O)c4ccc(C)cc4)n3n2)cc1 as listed: 1%, ?, ?

The list continues:
SMILES | GCN5L2 inh | TDP1 cell noCPT | DT40 TDP1 CPT
Cc1ccc(CN2CCC(CNc3ncnc4onc(-c5ccc(F)cc5)c34)CC2)cc1 | 13% | 23µM* | -40%
CCOC(=O)c1cncc(O)c1 | -1% | 4% | -4%
CCCCCCc1c(C)c2c(cc(C)c3c(C)c(C)oc32)oc1=O | -13% | -8% | ?
Cn1c(=O)c2c(ncn2CC(=O)Nc2nc(-c3ccc(F)c(F)c3)cs2)n(C)c1=O | -7% | ? | ?
C=CCNC(=O)c1onc(CSc2ccc(Cl)cc2)c1C(=O)NCC=C | 5% | 16µM* | ?
N#CC(C#N)=C(N)/C(C#N)=C/c1cc(O)c(O)c(O)c1 | -9%&-19% | ? | ?
O=C(O)CCCCCNC(=O)OCC1c2ccccc2-c2ccccc21 | -10% | 12µM* | 4.1µM*
O=c1c2cnn(-c3ccccc3)c2ncn1Cc1cccnc1 | -15% | -15% | -8%
COc1cc(/C=N\NC(=O)CC#N)ccc1OC/C=C/c1ccccc1 | 4% | ? | 26µM*
Cc1cccc(Cc2c(C)nc3c(C(=O)N4CCN(Cc5ccc6c(c5)OCO6)CC4)cnn3c2C)c1 | -27% | ? | ?
CCc1ccccc1Nc1nn2c(=O)c3ccc(C(=O)NCc4cccs4)cc3nc2s1 | -3% | 21µM* | ?
